HCMV inh = human cytomegalovirus inhibition | actives 4.5% (n = 410,000) | AID 1259415 | HFF cells, HCMV-luciferase reporter, 72 h; stronger effect = lower value | activity change, negative = inhibition, % at 57.5 µM; in the data active = activity change below about -60%; inconclusive = no clear call, values can overlap the other calls; inactive = above about -39%
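Luciferase read-out from HCMV-luciferase-infected HFFs (MOI 1 PFU/cell) 72 h post infection at 37C; compounds added after 16 h cell attachment; activity normalized between buffer-only basal and Salinomycin (10uM) inhibitor controls.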
AmpC detergent = AmpC beta-lactamase inhibition with detergent present. P00811. AmpC hydrolysis of nitrocefin, absorbance 480 nm, 0.01% Triton. Potency, µM (series often up to 114 µM), without a hit: at the top dose activity change, negative = inhibition, usual class: inhibitors. actives 0.041% (n = 370,000);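 also: potency is read from the fitted curve at half-maximal effect; 0% = no-compound wells and -100% = no-enzyme wells; nearly all actives have a fitted effect of over 25% in size; some results filed as inactive show a strong effect at the top dose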
Target sequence (P00811 whole entry, looked up): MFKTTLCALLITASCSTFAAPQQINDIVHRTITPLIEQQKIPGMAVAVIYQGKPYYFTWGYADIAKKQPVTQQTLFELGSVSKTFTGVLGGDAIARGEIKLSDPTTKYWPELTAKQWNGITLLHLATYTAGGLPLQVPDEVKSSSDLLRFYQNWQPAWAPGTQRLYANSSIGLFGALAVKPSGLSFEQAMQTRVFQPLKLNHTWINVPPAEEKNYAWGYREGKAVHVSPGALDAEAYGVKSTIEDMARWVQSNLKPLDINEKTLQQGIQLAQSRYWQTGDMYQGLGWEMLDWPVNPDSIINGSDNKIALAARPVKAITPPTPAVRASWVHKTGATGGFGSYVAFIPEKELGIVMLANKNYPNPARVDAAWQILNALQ
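AmpC (5.3 nM in the dispensed reagent) in 20 mM phosphate pH 7.0 with 0.01% (detergent screen) or 0.0001% Triton X-100 was preincubated with compounds for 15 min at room temperature. Nitrocefin was then added from an 800 uM solution, and hydrolysis was followed at 480 nm.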
LmPK inhibitor = LmPK (Leishmania mexicana) enzyme inhibition; Q27686; purified LmPK, Kinase-Glo ATP luminescence, 1 h; Potency, µM (doses to about 57.5 µM), for inactives: at the highest dose activity change, negative = inhibition, hits mostly inhibitors; actives 0.37% (n = 290,000); AID 1721; also: potency is read from the fitted curve at half-maximal effect
Target sequence (Q27686 whole entry, looked up): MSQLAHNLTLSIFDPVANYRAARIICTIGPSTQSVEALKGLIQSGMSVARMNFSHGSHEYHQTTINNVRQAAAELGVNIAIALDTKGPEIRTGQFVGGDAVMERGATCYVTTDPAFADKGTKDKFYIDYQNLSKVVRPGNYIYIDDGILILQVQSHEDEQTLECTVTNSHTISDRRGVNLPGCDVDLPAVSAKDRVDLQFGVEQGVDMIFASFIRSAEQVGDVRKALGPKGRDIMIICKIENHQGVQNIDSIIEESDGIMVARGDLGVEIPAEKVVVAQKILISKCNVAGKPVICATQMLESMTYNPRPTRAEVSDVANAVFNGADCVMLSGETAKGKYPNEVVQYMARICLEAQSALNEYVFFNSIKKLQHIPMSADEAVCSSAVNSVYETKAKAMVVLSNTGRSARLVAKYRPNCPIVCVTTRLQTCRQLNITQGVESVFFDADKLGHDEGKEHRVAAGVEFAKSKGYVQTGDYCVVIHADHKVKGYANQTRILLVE
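0.1 nM LmPK, 0.5 mM PEP, 0.1 mM ADP; 50 mM imidazole pH 7.2, 7 mM MgCl2, 50 mM KCl; 1 h RT. Kinase-Glo luminescence readout, normalized to no-enzyme (full inhibition) and uninhibited wells.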
Tb PYK inh = inhibitors of Trypanosoma brucei pyruvate kinase | Q57TT1 | TbPYK enzyme, Kinase-Glo Plus ATP luminescence, 45 min | Potency, µM (top dose mostly 76.8 µM), for inactives: at the highest dose activity, negative = inhibition, hits mostly inhibitors | actives 0.12% (n = 410,000) | AID 624173; also: potency is read from the fitted curve at half-maximal effect; nearly all actives have a fitted effect of over 50% in size
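Activity of T. brucei pyruvate kinase was followed by Kinase-Glo Plus luminescence after the enzyme reacted 45 min at room temperature with 130 uM ADP (final) and substrate. Test compounds were added before ADP at multiple concentrations.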
AmpC no deterg = blocks E. coli AmpC beta-lactamase in detergent-free assay; Potency, µM (series often up to 57.1 µM), inactives show top-dose activity change, negative = inhibition, most hits filed as inhibitors; P00811; AmpC nitrocefin hydrolysis, absorbance 480 nm, 0.0001% Triton; actives 0.52% (n = 330,000); AID 485341;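 also: potency is read from the fitted curve at half-maximal effect; plate controls were no compound for no effect and no enzyme for full effect; nearly all actives have a fitted effect of over 20% in size; some results filed as inactive show a strong effect at the top dose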
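AmpC (5.3 nM in the dispensed reagent) in 20 mM phosphate pH 7.0 with 0.01% (detergent screen) or 0.0001% Triton X-100 was preincubated with compounds for 15 min at room temperature. Nitrocefin was then added from an 800 uM solution, and hydrolysis was followed at 480 nm.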
AMA1-RON2 inh = inhibitors of Plasmodium falciparum AMA1-RON2 interaction; AlphaScreen AMA1-biotinylated RON2 peptide binding; actives 0.2% (n = 360,000); AID 720542; Potency, µM (doses to about 58.2 µM), without a hit: at the top dose activity change, negative = inhibition, most hits filed as inhibitors;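 also: potency is read from the fitted curve at half-maximal effect; 0% = vehicle wells and -100% = peptide control; nearly all actives have a fitted effect of over 45% in size; some results filed as inactive show a strong effect at the top dose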
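AMA1 (3D7) with his tag at 25 nM final met compounds first, then biotinylated RON2 peptide at 25 nM; detection used donor plus acceptor beads, 10 µg/mL apiece, read by AlphaScreen after 30 min at room temperature.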
HCV inh = blocks hepatitis C virus; Huh7.5.1 HCVcc-Cre infection, luciferase reporter, 44 h; Potency, µM (highest dose often 41.8 µM), inactives show top-dose activity change, negative = inhibition, usual class: inhibitors; actives 3.4% (n = 340,000); also: potency is read from the fitted curve at half-maximal effect
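Whole-lifecycle infectious HCVcc-Cre system; cells 1,000/well, compound then virus (~0.5 moi) added 4 h after plating, 44 h culture. Luciferase read 15 sec following 15 min substrate incubation, room temp.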
Active calls of the source: *; ? = inconclusive; / = not tested or not shown; & = joins results of further samples; [ ] = dose if it differs, or a comment. Unless noted, calls follow the shape of the dose curve; as a rule, active = well fitted curve in the direction sought with a large enough effect; inconclusive = small, poorly fitted or top-dose-only effect, or another doubt; inactive = no such curve, though single readings can be large; an effect the other way counts as inactive or inconclusive. Unless noted, % is scaled to controls: 0 for no effect and ±100 for the full control effect.

SMILES | HCMV inh | AmpC detergent | LmPK inhibitor | Tb PYK inh | AmpC no deterg | AMA1-RON2 inh | HCV inh
O=C(O)c1c2c(nc3ccccc13)/C(=C/c1ccc(OC(F)F)cc1)CCC2 | 103 | -7% | 9% | -1% | -20% | -4% | 12%
COc1cc2ccc(=O)oc2cc1O | 0 | 3% | / | 1% | -16% | 5% | 13%
N#C/C(=C/c1ccc(F)cc1)S(=O)(=O)c1ccccc1 | 7 | -1% | -1% | -2% | -16% | -4% | -7%
Cc1nnc(SCC(=O)NC(C)(C)C)n1NCc1ccc(N(C)C)cc1 | -22 | ? | 1% | -3% | 1% | 1% | 1%
COC(=O)c1ccc(-c2csc(NC(=O)C3=COCCO3)n2)cc1 | 7 | / | / | -2% | / | -3% | -4%
Cc1cccc(-n2c(SCc3cc(=O)n4c(C)cccc4n3)nc3[nH]ncc3c2=O)c1 | / | -5% | -1% | / | 1% | / | 11%
COc1ccc(C(=O)N/N=C/c2c[nH]c3ccccc23)cc1 | 27 | 2% | 2% | -8% | -26% | 5% | 7%
CC(=O)Nc1cccc(CCc2nc3ccccc3[nH]2)c1 | 32 | -13% | -4% | -29% | -24% | 7% | -5%
O=C(N/C(=C/c1ccccc1)C(=O)N1CCCCC1)c1ccccc1 | 42 | -1% | -10% | 0% | -10% | -7% | 4%
CCCCN(C)C(=S)Nc1ccc2nc(N3CCN(CC)CC3)cc(C)c2c1 | -26 | 2% | 2% | 3% | 67%[activator] | -10% | -21%
CC1CCCN(C(c2cccs2)c2nnnn2Cc2ccccc2)C1 (stereo not drawn) | -30 | -11% | 6% | -13% | -19% | -17% | -27%
O=C(CN1CCN(c2ccccn2)CC1)Nc1ccccc1F | 22 | 1% | 5% | 6% | 10% | 0% | -4%
CC(=O)n1nc(-c2ccncc2)nc1SCC(=O)Nc1cccc(Cl)c1 | 2 | -5% | 0% | 1% | -29% | -6% | -6%
CCCn1c(CCC(=O)O)nc2cc(S(=O)(=O)N3CCCC3)ccc21 | -11 | ? | 2% | -4% | -16% | -2% | ?
CN1CCNC(=O)C1CC(=O)O (stereo not drawn) | 0 | -6% | -2% | -14% | -15% | -8% | 0%
CCCC(=O)N1CCC1(C)C(=O)NS(=O)(=O)c1cccc(F)c1 (stereo not drawn) | 105 | / | / | 5% | / | 4% | /
CCOC(=O)[C@]12CCC=C1N(Cc1ccc(Cl)cc1Cl)C(=O)[C@H](CC(=O)NCc1cccc(C(F)(F)F)c1)C2 | -17 | / | / | -2% | / | -6% | /
O=C(CN(Cc1ccc(Cl)cc1)C(=O)c1csnn1)NCc1ccc(F)cc1 | -24 | 5% | -1% | -2% | -9% | -2% | ?
COc1cc(NC(=O)Nc2cccc(Cl)c2)c(C(=O)O)cc1OC | 0 | -3% | 12% | -2% | -27% | -2% | 11%
Cc1ccccc1CN1c2ccccc2-c2nc(SCC(=O)NCc3ccccc3)ncc2S1(=O)=O | 0 | 2% | / | 5% | / | / | /

Reprinted at random: 4 entries already listed.
SMILES | HCMV inh | AmpC detergent | LmPK inhibitor | Tb PYK inh | AmpC no deterg | AMA1-RON2 inh | HCV inh
O=C(CN1CCN(c2ccccn2)CC1)Nc1ccccc1F | 22 | 1% | 5% | 6% | 10% | 0% | -4%
COc1cc(NC(=O)Nc2cccc(Cl)c2)c(C(=O)O)cc1OC | 0 | -3% | 12% | -2% | -27% | -2% | 11%
CCOC(=O)[C@]12CCC=C1N(Cc1ccc(Cl)cc1Cl)C(=O)[C@H](CC(=O)NCc1cccc(C(F)(F)F)c1)C2 | -17 | / | / | -2% | / | -6% | /
COc1cc2ccc(=O)oc2cc1O | 0 | 3% | / | 1% | -16% | 5% | 13%

Taken from the entries so far (3 entries):
SMILES | HCMV inh | AmpC detergent | LmPK inhibitor | Tb PYK inh | AmpC no deterg | AMA1-RON2 inh | HCV inh
O=C(CN(Cc1ccc(Cl)cc1)C(=O)c1csnn1)NCc1ccc(F)cc1 | -24 | 5% | -1% | -2% | -9% | -2% | ?
COc1cc(NC(=O)Nc2cccc(Cl)c2)c(C(=O)O)cc1OC | 0 | -3% | 12% | -2% | -27% | -2% | 11%
Cc1ccccc1CN1c2ccccc2-c2nc(SCC(=O)NCc3ccccc3)ncc2S1(=O)=O | 0 | 2% | / | 5% | / | / | /

Whole records from above. Screens in order: HCMV inh | AmpC detergent | LmPK inhibitor | Tb PYK inh | AmpC no deterg | AMA1-RON2 inh | HCV inh
Entry for CC(=O)Nc1cccc(CCc2nc3ccccc3[nH]2)c1 = 32 | -13% | -4% | -29% | -24% | 7% | -5%
Entry for COc1ccc(C(=O)N/N=C/c2c[nH]c3ccccc23)cc1 = 27 | 2% | 2% | -8% | -26% | 5% | 7%
Entry for COc1cc(NC(=O)Nc2cccc(Cl)c2)c(C(=O)O)cc1OC = 0 | -3% | 12% | -2% | -27% | -2% | 11%
Entry for CCCCN(C)C(=S)Nc1ccc2nc(N3CCN(CC)CC3)cc(C)c2c1 = -26 | 2% | 2% | 3% | 67%[activator] | -10% | -21%
Entry for COc1cc2ccc(=O)oc2cc1O = 0 | 3% | / | 1% | -16% | 5% | 13%

Going on with the list:
SMILES | HCMV inh | AmpC detergent | LmPK inhibitor | Tb PYK inh | AmpC no deterg | AMA1-RON2 inh | HCV inh
COc1ccc(OCC(O)Cn2c(N3CCCCC3)nc3c2c(=O)[nH]c(=O)n3C)cc1 (stereo not drawn) | -27 | 0% | -3% | 3% | 24% | -1% | -8%
CC(NC(=O)c1ccccc1[N+](=O)[O-])C1CC2CCC1C2 (stereo not drawn) | 39 | ? | -1% | 1% | -18% | 9% | 2%
COCCCN1C(=O)C(CC(=O)NCCN2CCOCC2)CC(C(=O)N2CCOCC2)=C1C (stereo not drawn) | 18 | / | / | 6% | / | 5% | /
CCN(C(=O)COC(=O)c1ccc(Br)o1)C1CCCCC1 | -35 | 1% | 0% | 1% | -6% | 0% | 21%
CC(C)C[C@H]1CNC(=S)N1C[C@H]1CCCN1C[C@H](Cc1ccc(O)cc1)N1C[C@H](CC(C)C)N(CC2CCCCCC2)C1=S | ? | / | / | 2% | / | 10% | /
O=C(O)COc1ccccc1C1C2C(=O)N(c3ccccc3)C(=O)C2ON1c1ccccc1 (stereo not drawn) | 39 | -16% | 3% | -8% | -8% | 6% | 13%
C[C@H](N)C(=O)OCc1ccc([N+](=O)[O-])cc1 | -12 | -20% | 1% | 3% | -7% | -8% | 14%
O=C(Cn1cc(C(=O)c2cccs2)c2ccccc21)NC1CCCCC1 | -12 | -10% | 0% | -2% | -31% | 3% | -26%
O=S(=O)(c1cc(Br)c(Br)s1)N1CCN(c2ccccc2)CC1 | 15 | 6% | / | 4% | / | / | /
O=C(NCc1ccc(Br)cc1)OC1CC2CC1[C@H]1CCCCN1C2=O (stereo partly drawn) | 27 | / | / | 2% | / | 9% | /
COc1ccccc1CNC(=O)COC(=O)CCC(=O)c1cccs1 | ? | 9% | -4% | -2% | 0% | -5% | 4%
CN(C(=O)c1ccc(NC(=O)C2CCCN(C(=O)OC(C)(C)C)C2)cc1)C1CCCCC1 (stereo not drawn) | -22 | / | / | -7% | 153%[activator] | 2% | 8%
CN(C)CCNc1oc(-c2ccccc2F)nc1C#N | -35 | ? | 0% | 2% | -58% | 24% | 7%
Cc1cc(/C=C2\SC(=S)N(C)C2=O)c(C)n1-c1cccc(O)c1 | -92* | -2% | -8% | -1% | -25% | -7% | 4.5µM*
Cc1ccc(NC(=O)C(=O)c2ccc(C)cc2)cc1 | -4 | -13% | -5% | -1% | -33% | -10% | -2%
CCCn1c2ccccc2c2cnn(CC(=O)NCCc3cc(OC)ccc3OC)c(=O)c21 | 11 | 4% | / | -2% | / | / | /
N#CC(=C=[N-])c1nc2ccccc2nc1-[n+]1ccccc1 | -27&-33 | 1%&-4% | -3%&-7% | 5%&-2% | -3%&-17% | -4%&-1% | 7%&5%
Cc1cc(C)n(C(=O)CCCCCCCCC(=O)n2nc(C)cc2C)n1 | 9 | -2% | -10% | -5% | -13% | 9% | 21%
COc1ccc(S(=O)(=O)N(C)CC(=O)Nc2ccc(F)cc2)cc1 | 64 | 6% | 1% | 7% | / | -4% | -18%
CCOC(=O)C1=C(c2ccccc2)NC(=O)NC1c1ccc(O)c(Cl)c1 (stereo not drawn) | -102* | -4% | -2% | 2% | -15% | 15% | 0%
CC(C)Cn1c2ccccc2c2cc(C(=O)O)ccc21 | 39 | ? | -3% | 0% | -24% | -7% | 0%
CCOC(=O)c1[nH]c(C)c(C(=O)Nc2ccc(C)c(F)c2)c1C | 29 | -14% | -8% | -7% | -3% | 1% | ?
Cc1ccc(Sc2c([N+](=O)[O-])c(=O)n(C)c3ccccc23)cc1 | -20 | 5% | 0% | -3% | -24% | -5% | ?
COc1ccccc1NC(=O)c1ccc2c(c1)N(CC(=O)NC(C)C)C(=O)C(C)(C)O2 | -20 | 3% | -5% | -4% | -5% | 11% | 24%
Cc1ccc(Cl)cc1N1CCN(CC(O)COCc2ccco2)CC1 (stereo not drawn) | -3 | -4% | -7% | 6% | 41% | ? | ?
Cc1cccc2c(C(=O)N3CCCCC3)cc(-c3ccccc3)nc12 | 13 | 2% | 0% | 4% | 79%[activator] | -1% | ?
CC(N)c1csc(NC(=O)Nc2cccc(C(F)(F)F)c2)n1 (stereo not drawn) | -68* | / | / | 1% | / | 85%[activator] | /
C=CCOc1c(Br)cc(CNc2nccs2)cc1OC | ? | -14% | -3% | 0% | -17% | -16% | ?
CCCCn1c(O)c(C=NC2CC3CCC2(C)C3(C)C)c(=O)[nH]c1=O (stereo not drawn) | 121 | -3% | -3% | -7% | -9% | -10% | -7%

Random draw from the library; overall some 7.5% were active at least once.
